Source: PubChem (Sanford-Burnham Center for Chemical Genomics)
APOBEC3A inh = human APOBEC3A DNA deaminase inhibition. recombinant A3A, FAM/TAMRA ssDNA deamination fluorescence. inhibition, % at 20 µM. 0.41% of 330,000 active. AID 493011;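 active = at least 40% inhibition at 20 µM here, with at most 30% in a related deaminase screen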;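 also: plate controls were A3A with DMSO for no effect and wells lacking A3A enzyme for full effect; some results filed as inactive read as strong as hits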
Target sequence (P31941 whole entry, looked up): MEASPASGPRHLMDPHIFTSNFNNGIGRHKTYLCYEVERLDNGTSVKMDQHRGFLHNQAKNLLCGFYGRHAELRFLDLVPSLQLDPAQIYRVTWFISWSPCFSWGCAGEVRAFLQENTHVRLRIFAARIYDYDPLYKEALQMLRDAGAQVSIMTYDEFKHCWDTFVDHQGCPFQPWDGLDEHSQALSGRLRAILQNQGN
mIAP block = mouse IAP inhibition | purified mouse IAP, CDP-Star luminescence, 30 min | inhibition, % at 10 µM | 0.2% of 330,000 active | AID 2806;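 active = inhibition of at least 40% at 10 µM in the primary screen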;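 also: plate controls were DMSO with enzyme for no effect and no enzyme wells for full effect; values of inactives mirror those of a sister screen read the other way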
hIAP inh = human IAP inhibition | P09923 | purified IAP, CDP-Star luminescence, 30 min | inhibition, % at 10 µM | 0.12% of 330,000 active | AID 2544;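 active = inhibition reaching a set limit with compound at 10 µM in the primary screen, cut at about 35% in these data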;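 also: plate controls were DMSO wells with enzyme for no effect and no-enzyme buffer wells for full effect; values of inactives mirror those of a sister screen read the other way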
MPTP inh = inhibitors of mitochondrial permeability transition pore; isolated mouse mitochondria, Ca2+ swelling absorbance, 30 min; inhibition, % at 10 µM; 1.4% of 360,000 active; AID 602449;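 active = inhibition of 50% or more, scaled per plate between neutral and stimulator controls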;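 also: 0% = DMSO wells given calcium and 100% = 1 mM EGTA wells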
APOBEC3G inh = inhibitors of human APOBEC3G DNA deaminase | recombinant A3G, ssDNA deamination FAM/TAMRA fluorescence | inhibition, % at 20 µM | AID 493012 | 0.28% of 330,000 active;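 active = inhibition of at least 40% at 20 µM, with no more than 30% in the related APOBEC3A deaminase screen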;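 also: plate controls were DMSO wells with A3G for no effect and wells lacking A3G enzyme for full effect; some compounds called inactive have numbers as strong as hits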
Target sequence (Q9HC16 whole entry, looked up): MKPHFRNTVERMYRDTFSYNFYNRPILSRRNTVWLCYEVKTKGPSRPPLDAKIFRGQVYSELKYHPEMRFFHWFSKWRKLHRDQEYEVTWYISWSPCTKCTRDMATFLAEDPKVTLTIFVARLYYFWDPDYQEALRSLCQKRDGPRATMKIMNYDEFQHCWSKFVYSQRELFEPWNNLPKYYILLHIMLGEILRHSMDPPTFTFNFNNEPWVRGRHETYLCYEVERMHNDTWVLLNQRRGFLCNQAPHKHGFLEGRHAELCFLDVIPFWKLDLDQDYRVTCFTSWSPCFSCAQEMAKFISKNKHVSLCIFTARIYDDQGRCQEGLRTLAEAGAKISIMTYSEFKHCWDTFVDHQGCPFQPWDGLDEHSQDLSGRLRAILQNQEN
hIAP act = human IAP activation; 0.16% of 330,000 active; purified human IAP, CDP-Star luminescence, 30 min; active compounds read high; 1 = vehicle-only enzyme, 0 = enzyme-free background; activation factor at 10 µM;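 active = activation factor of the enzyme at least 2-fold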; also: the source names both 10 and 20 µM as test concentration; values of inactives mirror those of a sister screen read the other way
beta cell repl = induces beta-cell replication in MIN6 cells; proliferation, % at 10 µM; MIN6 cells proliferation, ATPlite luminescence, 48 h; cells starved in 0.2% serum; 100% = growth in 10% serum; AID 2380; 0.29% of 330,000 active;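 active = compounds whose signal lies at least 3.5 SD above the mean of all wells on their plate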;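 also: 0% = DMSO-treated cells in low-serum medium and 100% = 10% serum control; some compounds called inactive have numbers as strong as hits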
mIAP act = mouse IAP activation | 0.24% of 330,000 active | muIAP, CDP-Star luminescence, 30 min; active compounds read high; 1 = vehicle-only enzyme signal, 0 = enzyme-free wells | activation factor at 10 µM;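 active = activation factor of at least 2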; also: the source names both 10 and 20 µM as test concentration; values of inactives mirror those of a sister screen read the other way
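System: mouse IAP enzyme. Reagent: CDP-Star chemiluminescent phosphatase substrate. Benchmarks: DMSO wells, no-enzyme wells. Times: 30 min enzyme-substrate-compound incubation at room temperature. Detection: luminescence from enzymatic CDP-Star hydrolysis. Doses: test compounds delivered from DMSO solution.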
ATG4B inh = blocks human ATG4B protease cleavage of LC3 substrate | Q9Y4P1 | ATG4B cleavage of LC3-PLA2, NBD-HPC fluorescence, 1 h | inhibition, % at 8.33 µM | 0.51% of 340,000 active | AID 504462; in the data active = inhibition above about 40%
Target sequence (Q9Y4P1 whole entry, looked up): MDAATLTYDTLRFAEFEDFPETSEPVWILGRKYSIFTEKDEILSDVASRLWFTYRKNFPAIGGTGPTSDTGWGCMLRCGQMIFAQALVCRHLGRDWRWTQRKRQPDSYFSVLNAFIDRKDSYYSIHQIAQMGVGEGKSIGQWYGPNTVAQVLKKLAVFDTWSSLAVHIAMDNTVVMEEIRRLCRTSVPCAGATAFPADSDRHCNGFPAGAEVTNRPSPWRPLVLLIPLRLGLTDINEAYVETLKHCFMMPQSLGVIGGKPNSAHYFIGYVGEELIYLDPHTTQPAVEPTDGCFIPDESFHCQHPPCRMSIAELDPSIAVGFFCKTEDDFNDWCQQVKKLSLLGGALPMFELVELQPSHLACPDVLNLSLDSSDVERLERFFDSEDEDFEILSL
* hit, by the source's call; . = no result given. Rows are unselected (roughly 3.3% active in at least one column).

SMILES | APOBEC3A inh | mIAP block | hIAP inh | MPTP inh | APOBEC3G inh | hIAP act | beta cell repl | mIAP act | ATG4B inh
CCN(C[C@H]1N[C@@](C)(C(=O)OC)[C@H]2C(=O)N(C)C(=O)[C@@H]12)S(=O)(=O)c1ccc(OC)cc1 | -1 | 5 | 13 | -0.4 | -4 | 0.87 | 3 | 0.95 | .
Cc1nn(-c2ccc(N3CCCCC3)nn2)c(C)c1CCC(=O)Nc1ccccc1F | 2 | 1 | -10 | -1.0 | -1 | 1.1 | -3 | 0.99 | -8
CN(C(=O)CCc1nnc(CCCCc2ccccc2)o1)C1CCOCC1 | 1 | -8 | -9 | 1.2 | -7 | 1.1 | 0 | 1.1 | 7
COC(=O)C1=C(NC(C)=O)CCS1 | -4 | -14 | -19 | 0.6 | -7 | 1.2 | -5 | 1.1 | -17
CCN(CC(=O)Nc1ccc(NC(C)=O)cc1)C(=O)CSc1ncnc2sc(C)c(C)c12 | 6 | 7 | -2 | -0.9 | 2 | 1 | -2 | 0.93 | -1
CCn1c(=O)c(=O)[nH]c2cc(C(=O)NC(C)c3ccc(S(N)(=O)=O)cc3)ccc21 (stereo not given) | -4 | 0 | -21 | 0.2 | 13 | 1.2 | -4 | 1 | -8
CCOC(=O)c1c(C)[nH]c(C(=O)CSc2nnc(-c3ccncc3)n2CC)c1C | 2 | 10 | 7 | 0.3 | 2 | 0.93 | -1 | 0.9 | -6
Cc1nn(C)c(C)c1CN(C)C(=O)C1CCC(=O)N(C2CCCCCC2)C1 (stereo not given) | 0 | -5 | -23 | -1.5 | -5 | 1.2 | 0 | 1 | 5
COc1cc(NS(=O)(=O)c2ccc(N/C=C\C(=O)c3ccc(OC)c(OC)c3)cc2)nc(OC)n1 | 2 | 2 | -4 | 4.3 | -1 | 1 | -2 | 0.98 | -5
CN(CC(=O)Nc1ccccc1C(=O)NC1CC1)Cc1ccco1 | -2 | -2 | 6 | -0.5 | -8 | 0.94 | -1 | 1 | -1
Cc1cc(O)c(C=Nc2ccc(Cl)cn2)c(=O)o1 | 3 | 0 | 3 | 0.0 | 4 | 0.97 | -1 | 1 | 1
Nc1nc(-c2ccc(S(=O)(=O)N3CCCCC3)cc2)cs1 | -7 | 3 | -2 | -2.4 | -9 | 1 | 4 | 0.97 | -7
Cc1c(-c2ccccc2)c(=O)oc2ccc(O)cc12 | -4 | 8 | 8 | -0.5 | -2 | 0.92 | -1 | 0.92 | -6
CC(C)(C)C(=O)Nc1ccccc1C(=O)NCc1ccco1 | 1 | 16 | -2 | -2.0 | -2 | 1 | -1 | 0.84 | -3
CCOc1ccc(CNC(=O)CCC(=O)n2nc(C)c3ccccc32)cc1 | -5 | 1 | 3 | -1.6 | -4 | 0.97 | -4 | 0.99 | -3
Cc1ccn(-c2cc(O)c(-n3ccc(C)n3)cc2O)n1 | -1 | -2 | 2 | -2.1 | -3 | 0.98 | -2 | 1 | 0
O=C(CNC(=O)c1ccc(F)cc1)c1ccc(Cl)cc1 | -3 | 4 | 15 | 0.1 | -8 | 0.85 | -1 | 0.96 | -4
CC(C)CNC(=O)c1ccccc1NC(=O)c1ccc(CSc2ccccc2)cc1 | 2 | -4 | -4 | 42 | 5 | 1 | -1 | 1 | 12
O=C(O)C1CCCN1S(=O)(=O)c1ccc(Br)s1 (stereo not given) (tested in a mixture with another compound) | -3 | 10 | -4 | -2.8 | -5 | 1 | 0 | 0.9 | -4
Cc1nonc1NC(=O)CSc1nc(CCC2CCCC2)nc2ccccc12 | -3 | -5 | -4 | 66* | -4 | 1 | -5 | 1 | -3
CC(CN1CCCCC1)OC(=O)c1cc2ccccc2o1 (stereo not given) | 2 | -5 | 11 | 12 | 0 | 0.89 | 0 | 1 | 3
Cc1ccc(CNC(=O)C2CCN(S(=O)(=O)c3ccc4c(c3)CC(C)N4C(=O)C3CCC3)CC2)o1 (stereo not given) | -6 | -7 | -58 | 0.1 | -7 | 1.6 | -3 | 1.1 | 17
CC(=O)N1CCN(c2ccc(NC(=O)c3ccccc3Br)cc2Cl)CC1 | -1 | 2 | -22 | 0.1 | -6 | 1.2 | -1 | 0.98 | 2
O=C(NNc1nc(-c2ccccc2)c2cc(Br)ccc2n1)c1ccc(S(=O)(=O)N2CCCCC2)cc1 | 4 | 8 | -8 | 7.4 | -3 | 1.1 | -3 | 0.92 | 8
CC(C)(C)NC(=O)Cc1ccc(S(=O)(=O)N2CCCC2)s1 | 6 | -10 | -13 | 2.2 | -1 | 1.1 | -4 | 1.1 | 6
CC1(c2ccccc2)NC(=O)N(CC(=O)Nc2ccc3c(c2)OCO3)C1=O (stereo not given) | -1 | 9 | -3 | -1.1 | -1 | 1 | 0 | 0.91 | -4
O=S(=O)(NCC1CCN(Cc2ccccc2)CC1)c1ccccc1C(F)(F)F | 1 | -11 | 8 | -1.7 | 5 | 0.93 | -2 | 1.1 | -3
CC(=O)Nc1cccc(-c2nc3ccccc3s2)c1C | -3 | 6 | -20 | -0.5 | -6 | 1.2 | -4 | 0.94 | -6
Cc1ccc(N2C(=O)N(CC(=O)Nc3ccc([N+](=O)[O-])cc3)C(=O)C2C)cc1 (stereo not given) | 0 | 5 | -23 | -0.1 | -4 | 1.2 | -4 | 0.95 | -1
O=C(c1ccccn1)N1CCN(S(=O)(=O)c2ccccc2)CC1 | -7 | -6 | -21 | -1.1 | -12 | 1.2 | -1 | 1.1 | -10
COc1cc(C(C)=O)ccc1Oc1ncnc2c1cnn2-c1ccc(F)cc1 | -3 | 8 | 3 | 1.0 | -3 | 0.97 | 3 | 0.92 | -9
CC1(C)C2CCC(C2)C1(C)NC(=O)CN1CCN(Cc2ccccc2)CC1 (stereo not given) | -3 | -3 | -1 | 3.3 | -8 | 1 | 0 | 1 | -1
CC(C)(C)OC(=O)C[C@H]1C/C=C\C[C@H](CC(=O)N(CCO)Cc2ccccc2)C(=O)N[C@H](C(C)(C)C)COC1=O | 2 | -4 | -15 | -1.4 | -4 | 1.1 | 0 | 1 | 1
CCN(CC)C(=O)CS(=O)(=O)CC(=O)Nc1cc(OCCOC)c(Cl)cc1Cl | -1 | -2 | -13 | -0.4 | -6 | 1.1 | -2 | 1 | 3
O=C(CN1C(=O)C2CC=CCC2C1=O)Nc1cc(C(F)(F)F)ccc1N1CCCC1 (stereo not given) | -2 | 6 | -23 | -1.4 | -9 | 1.2 | 4 | 0.94 | -6
CCc1ccccc1N(CC(=O)N/N=C/c1ccc(OC(=O)OC)c(OC)c1)S(C)(=O)=O | 1 | -7 | -16 | 0.4 | -3 | 1.2 | 0 | 1.1 | -10
O=C1C2CCCCC2C(=O)N1c1ccc(NC2CCCCC2)c([N+](=O)[O-])c1 (stereo not given) | -1 | -1 | 24 | 0.4 | -2 | 0.77 | -1 | 1 | 2
Cc1nonc1OCCNC(=O)C12CC3CC(CC(C3)C1)C2 | 2 | 11 | 0 | 0.2 | 1 | 1 | -1 | 0.89 | -13
NCCNc1ccc([N+](=O)[O-])cc1 | 5 | 8 | 9 | 0.6 | 1 | 0.91 | -1 | 0.92 | -8
COc1cccc(NC(=O)COC(=O)c2ccccc2F)c1 | 4 | 2 | 15 | 1.2 | 3 | 0.85 | -1 | 0.98 | 6

Pulled by compound from above, four records:
SMILES | APOBEC3A inh | mIAP block | hIAP inh | MPTP inh | APOBEC3G inh | hIAP act | beta cell repl | mIAP act | ATG4B inh
O=C1C2CCCCC2C(=O)N1c1ccc(NC2CCCCC2)c([N+](=O)[O-])c1 (stereo not given) | -1 | -1 | 24 | 0.4 | -2 | 0.77 | -1 | 1 | 2
COc1cc(C(C)=O)ccc1Oc1ncnc2c1cnn2-c1ccc(F)cc1 | -3 | 8 | 3 | 1.0 | -3 | 0.97 | 3 | 0.92 | -9
COc1cccc(NC(=O)COC(=O)c2ccccc2F)c1 | 4 | 2 | 15 | 1.2 | 3 | 0.85 | -1 | 0.98 | 6
Cc1nonc1OCCNC(=O)C12CC3CC(CC(C3)C1)C2 | 2 | 11 | 0 | 0.2 | 1 | 1 | -1 | 0.89 | -13

(next part)
SMILES | APOBEC3A inh | mIAP block | hIAP inh | MPTP inh | APOBEC3G inh | hIAP act | beta cell repl | mIAP act | ATG4B inh
Cc1cnc(NC(=O)c2ccc(Cl)nc2)s1 | 2 | -2 | -17 | 0.3 | -1 | 1.2 | -1 | 1 | -3
CCOC(=O)C1(Cc2cccc(OC)c2)CCN(Cc2cccn2-c2ccccn2)CC1 | -3 | 3 | -15 | 0.2 | -11 | 1.2 | 7 | 0.97 | 6
O=C(COC(=O)/C=C/c1ccco1)Nc1ncc(C(F)(F)F)cc1Cl | 51* | 5 | 8 | -0.8 | 16 | 0.92 | -2 | 0.95 | 12
COc1ccc(NS(=O)(=O)c2cc(NC(=O)c3ccc(=O)[nH]c3)ccc2C)cc1 | 20 | -2 | 6 | -0.2 | -2 | 0.94 | -3 | 1 | -12
CCOc1ccc(CCNC(=O)CCC(=O)c2cccs2)cc1OCC | -5 | 1 | 5 | -0.9 | -7 | 0.95 | -3 | 0.99 | 2
Cc1ccc(Cl)cc1NC(=O)CC1NC2CCCCC2NC1=O (stereo not given) | -2 | 0 | -3 | -0.1 | -7 | 1 | -4 | 1 | -7
Cc1ccc(NC(=O)C2CCN(C(=O)c3cccs3)CC2)c(C)c1 | 44* | -1 | -4 | 0.9 | 14 | 1 | 0 | 1 | 6
CCOc1ccc2nc(SCC(=O)NCc3ccc(OC)cc3)[nH]c2c1 | -4 | -10 | -18 | 2.2 | -4 | 1.2 | -1 | 1.1 | -5
COc1cc(C(=O)N2CCN(c3ccccc3O)CC2)ccc1OCC(=O)N1CCOCC1 | -4 | 12 | -1 | -1.7 | -8 | 1 | -2 | 0.88 | -9
CC1=NN(C(C)C)C(=O)C1 | -3 | -3 | 9 | -1.0 | -4 | 0.91 | 3 | 1 | -18

Taken from above:
Cc1ccc(Cl)cc1NC(=O)CC1NC2CCCCC2NC1=O (stereo not given) in MPTP inh: -0.1
CC1=NN(C(C)C)C(=O)C1 in ATG4B inh: -18

Next records
SMILES | APOBEC3A inh | mIAP block | hIAP inh | MPTP inh | APOBEC3G inh | hIAP act | beta cell repl | mIAP act | ATG4B inh
CCN(CC)C(=O)CCNS(=O)(=O)c1ccc(C)cc1 | 2 | 2 | -5 | 0.3 | -1 | 1.1 | -1 | 0.98 | -7
CCN1CCN(C(=O)c2cc3c(s2)-c2c(C)cccc2OC3)CC1 | -1 | 4 | -9 | -2.3 | -7 | 1.1 | -1 | 0.96 | -8
O=C(Nc1ccccc1)Nc1cccc2cccnc12 | -1 | -2 | 6 | 5.0 | -4 | 0.94 | -4 | 1 | -22
COc1ccccc1-c1coc2cc(OCC(=O)OCc3ccccc3)ccc2c1=O | 3 | 0 | 2 | 0.5 | -2 | 0.98 | -6 | 1 | -4
CCN(CC)S(=O)(=O)c1ccc2c(c1)N(CC(=O)N1CCC(C(N)=O)CC1)C(=O)CO2 | -2 | -5 | -4 | 2.2 | -5 | 1 | 1 | 1.1 | 0
O=C(CCn1cnnn1)Nc1cccc(F)c1 | -3 | 4 | 3 | 2.1 | -7 | 0.97 | 3 | 0.96 | -1
CC1CCCC/C1=N\NC(=S)NCCc1ccccc1 (stereo not given) | -2 | 3 | -22 | 1.0 | -6 | 1.2 | -3 | 0.97 | 7
CC1CCCCN1CC(=O)Nc1ccccc1Sc1ccccc1 (stereo not given) | 2 | -4 | 2 | 0.0 | -3 | 0.98 | 0 | 1 | 13
COc1ccc(C(=O)CSc2ccc(-c3ccccc3)nn2)cc1 | -1 | -3 | 15 | -0.3 | -5 | 0.85 | 0 | 1 | 6
